Source: PubChem BioAssay (National Center for Advancing Translational Sciences (NCATS))
TDP1 cell noCPT – qHTS for Inhibitors of human tyrosyl-DNA phosphodiesterase 1 (TDP1): qHTS in cells in absence of CPT | DT40 Tdp1-/- hTDP1 cells, no CPT, ATP luminescence, 48 h | Potency, µM (doses to about 46.2 µM), inactives show top-dose activity change, negative = growth inhibition, most hits filed as inhibitors | 15% of 420,000 active | AID 686978, 2013; also: nearly all actives have a fitted effect of over 55% in size
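Cells were dispensed at 400 per well, compounds added by pin tool, plates incubated ≥48 hr at 37 °C, then CellTiter-Glo added for 30 min at room temperature before luminescence reading. Line: DT40 Tdp1-/- complemented with hTDP1; camptothecin omitted.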
KAT2A inh – qHTS Assay for Inhibitors of GCN5L2. 0.21% of 390,000 active. Histone acetyltransferase KAT2A (Homo sapiens), Q92830. Potency, µM (doses to about 58.9 µM), for inactives: at the highest dose activity change, negative = inhibition, most hits filed as inhibitors. GCN5L2 HAT assay, ThioGlo1 CoA-SH fluorescence
Target sequence (Q92830 whole entry, looked up): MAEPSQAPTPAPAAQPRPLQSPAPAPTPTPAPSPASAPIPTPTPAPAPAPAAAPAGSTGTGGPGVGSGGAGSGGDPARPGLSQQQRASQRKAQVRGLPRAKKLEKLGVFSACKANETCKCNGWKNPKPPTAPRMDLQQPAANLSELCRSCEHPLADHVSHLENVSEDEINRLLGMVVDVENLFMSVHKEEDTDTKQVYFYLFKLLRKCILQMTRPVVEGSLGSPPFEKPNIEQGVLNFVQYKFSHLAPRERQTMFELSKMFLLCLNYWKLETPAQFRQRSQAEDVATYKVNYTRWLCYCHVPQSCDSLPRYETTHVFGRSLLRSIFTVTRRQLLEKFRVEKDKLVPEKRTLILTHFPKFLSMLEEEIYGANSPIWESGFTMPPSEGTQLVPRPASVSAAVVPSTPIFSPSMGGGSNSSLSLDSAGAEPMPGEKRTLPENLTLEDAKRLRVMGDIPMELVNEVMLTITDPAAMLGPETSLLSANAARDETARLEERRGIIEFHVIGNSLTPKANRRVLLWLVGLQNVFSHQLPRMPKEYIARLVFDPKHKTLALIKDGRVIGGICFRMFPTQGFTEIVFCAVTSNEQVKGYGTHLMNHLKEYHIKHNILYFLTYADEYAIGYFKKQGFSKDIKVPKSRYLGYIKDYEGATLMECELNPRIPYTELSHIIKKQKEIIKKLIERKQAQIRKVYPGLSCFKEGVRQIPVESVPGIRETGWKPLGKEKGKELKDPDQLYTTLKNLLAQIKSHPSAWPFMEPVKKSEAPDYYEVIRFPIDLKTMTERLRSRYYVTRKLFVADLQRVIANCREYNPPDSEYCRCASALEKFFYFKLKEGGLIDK
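Titration-based screen in which CoA formation is detected via maleimide probe ThioGlo1 (50uM) turning fluorescent on thiol reaction; substrates H3(1-25) 75uM and acetyl-CoA 70uM, GCN5L2 20nM, 20 min incubation at room temperature.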
DT40 TDP1 CPT – qHTS for Inhibitors of human tyrosyl-DNA phosphodiesterase 1 (TDP1): qHTS in cells in presence of CPT; chicken DT40 Tdp1-/-;hTDP1 cells + 20 nM CPT, ATP luminescence, 48 h; Potency, µM (titrated, usually from 46.2 µM), for inactives: top-dose activity change, negative = growth inhibition, most hits filed as inhibitors; 12% of 420,000 active; AID 686979, 2013; also: nearly all actives have a fitted effect of over 55% in size
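Chicken DT40 Tdp1-/- cells complemented with human TDP1, 400 cells/well, exposed to compounds plus 20 nM camptothecin for at least 48 h at 37 C; viability read as ATP content by CellTiter-Glo luminescence.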
* hit, by the source's call; u = inconclusive; x = not tested or not shown; & = joins results of further samples; [ ] = dose if it differs, or a comment. Calls follow the shape of the dose curve; as a rule, active = well fitted curve in the direction sought with a large enough effect; inconclusive = small, poorly fitted or top-dose-only effect, or another doubt; inactive = no such curve, though single readings can be large; an effect the other way counts as inactive or inconclusive. % is scaled to controls: 0 for no effect and ±100 for the full control effect; potency is read from the fitted curve at half-maximal effect. A portion of the library (hit frequency here may not be typical).

SMILES | TDP1 cell noCPT | KAT2A inh | DT40 TDP1 CPT
COCCN1C[C@@H](CO)O[C@@H](n2cnc3c(NCc4cc(OC)c(OC)c(OC)c4)ncnc32)C1 | 2% | x | -22%
O=C(COC(=O)C1CC2C=CC1C2)NCCc1ccccc1 (centres undefined) | -8% | -3% | 17%
CCOC(=O)C1=C(C)N(C)C(=S)NC1c1ccccc1 (centres undefined) | u | 63%[activator] | 9%
CCOc1ccc(/C(O)=C2/C(=O)C(=O)N(c3nc(C)c(C)s3)C2c2ccco2)cc1 (centres undefined) | -28% | -11% | 0%
Cc1cc(=O)[nH]c(N/N=C/c2ccc(OC(=O)c3ccco3)cc2)n1 | -3% | -10% | -12%
COc1ccc(-c2cc(C(=O)Nc3ccccc3F)on2)cc1 | -12% | -1% | -5%
CCOC(=O)N1CCc2c(sc3c2c(=O)n(CCc2ccccc2)c(=O)n3CC(=O)Nc2ccccc2C)C1 | 8.2µM* | 2% | 8.2µM*
Cn1cc(CN2CCC(C3(c4ccccn4)NC(=O)N(CC4CCCO4)C3=O)CC2)c2ccccc21 (centres undefined) | -20% | x | u
COc1ccccc1CNC(=O)C1=CCN(S(=O)(=O)c2ccc(C)cc2)CC1 | u | -19% | -23%
O=C(NCC1(N2CCOCC2)CCCCC1)c1ccc(Cl)c(S(=O)(=O)NCc2ccco2)c1 | -19% | -3% | -10%
CCOC(=O)c1sc(=NC(=O)c2ccc(Br)cc2)n(C)c1C | 9% | -1% | 3%
CCCn1c(N)c(NCCN2CCOCC2)c(=O)[nH]c1=O | -2% | 1% | 4%
CCN(CC(=O)Nc1ccc(NC(C)=O)cc1)C(=O)/C=C/c1ccc2c(c1)OCO2 | -17% | 0% | -26%
COc1ccc(Cl)cc1NC(=O)C(C)n1c(=O)cc(C(F)(F)F)c2c(C)nn(C)c21 (centres undefined) | -25% | -3% | -19%
CN(C)/C=C(\C#N)C(=O)c1cccnc1Oc1ccc(F)cc1F | -1% | -5% | -20%
COc1ccc(S(=O)(=O)N2CCOCC2)cc1NC(=O)CN1C(=O)NC2(CCC(C)CC2)C1=O (centres undefined) | -26% | x | -13%
C=CC[n+]1cccc2cc(Br)ccc21 | -17% | x | -15%
COc1ccccc1N/N=C(\C#N)C(=N)N1CCOCC1 | 4% | -10% | 18%
COc1ccc(-c2cc3nc(C)cc(C)n3n2)cc1 | -25% | 2% | 0%
CC1(C)C(=O)Nc2ccccc2N1C(=O)COC(=O)c1ccc([N+](=O)[O-])o1 | 3% | -2% | u
CCCN(CC(=O)Nc1ccccc1OC)C(=O)c1ccc(S(=O)(=O)Nc2ccccc2)cc1 | u | -3% | u
Cc1ccc(C)c(NC(=S)NNC(=O)c2cc3c(s2)CCC(C)C3)c1 (centres undefined) | 6% | -2% | 29%
COCCN1C(=O)N(c2cccc(C)c2)C(=O)C1CC(=O)Nc1ccc(OC)cc1 (centres undefined) | 13% | -3% | -18%
O=C(O)CNC(=O)CC1S/C(=N/N=C2/NC(=O)CS2)NC1=O (centres undefined) | -1% | -4% | 6%
O=C(N/N=C/c1cc(Cl)ccc1O)C(=O)Nc1ccccc1OC(F)(F)C(F)F | 1.8µM* | -2% | 2.1µM*

(listing goes on)
SMILES | TDP1 cell noCPT | KAT2A inh | DT40 TDP1 CPT
CC(C)(C)c1ccc(C(=O)Nc2sc3c(c2C(=O)O)CCC3)cc1 | u | -4% | u
CC(NC(=O)c1ccc2c(c1)OCO2)C(c1cccs1)N1CCN(c2ccccc2)CC1 (centres undefined) | 18µM* | -18% | u
COc1cccc(OCCOc2c(OC)cccc2OC)c1 | u | 2% | -27%
CNS(=O)(=O)c1ccc(NC(=O)c2ccoc2C)cc1 | -26% | 4% | -2%
COc1ccc(NC(=O)CN2CCN(S(=O)(=O)c3ccc(Br)cc3)CC2)c(OC)c1 | 9% | 3% | 1%
CSc1ncccc1C(=O)OCC(=O)NC1CC1 | -1% | 1% | 0%
Cc1ccc(N(Cc2ccccc2F)S(C)(=O)=O)cc1C | u | 0% | u
CCCCCCCCCCCCCCCCCCc1ccc(C(=O)/C=C\C(=O)O)cc1 | -22% | 2.8µM* | -2%
N/C(=N\OC(=O)/C=C/c1ccccc1Cl)c1ccccn1 | 8% | -6% | -4%
CCc1ccc(/C=C2/C(=O)N(c3ccccc3)C(=S)N2CC(=O)OC)s1 | u | 33%[activator] | -5%
CCOC(=O)c1c(C)[nH]c(C(=O)COC(=O)CCNS(=O)(=O)c2ccc(NC(C)=O)cc2)c1C | -15% | -3% | 0%
COc1ccc(CNC(=O)c2ccc3[nH]c(C)c(C)c3c2)c(OC)c1 | u | -2% | -9%
COc1ccccc1NC(=O)CSc1nncs1 | -10% | 1% | -2%
Cc1noc(NS(=O)(=O)c2ccc(N3Cc4ccccc4C3=O)cc2)c1C | -7% | -4% | -20%
Cc1ccc(CN2CCN(Cc3ccc(-n4cccn4)cc3C)CC2CCO)cc1 (centres undefined) | u | 0% | u
O=C(COC(=O)c1ccco1)c1ccc2ccccc2c1 | -10% | -8% | -20%
Cc1ccc(Cn2c(CNS(=O)(=O)c3ccc(F)c(Cl)c3)nc3cccnc32)cc1 | -37% | -4% | -15%
C=CCc1ccc(OCCOCCNCCCC)c(OC)c1 | u | -4% | u
C=CCN(CC=C)S(=O)(=O)c1ccc(NC(=S)NC(=O)/C=C/c2cccc3ccccc23)cc1 | u | -7% | u
CCOc1cccc(CN2CCC(n3nccc3NC(=O)C3CCCC3)CC2)c1 | u | -6% | -28%
Cc1ccc(Cl)cc1NC(=O)c1cc2c(=O)n3cccc(C)c3nc2n1C | 0.52µM* | 0% | 0.58µM*
O=C(CCNS(=O)(=O)c1ccc(Cl)cc1)N1CCCC1 | 7% | -2% | -16%
COc1cc2oc(=O)cc(-c3cccc(-c4ccc(C(F)(F)F)cc4)c3)c2c(OC)c1OC | 15µM* | -19%&-13% | 23µM*
O=C1c2oc3ccc(F)cc3c(=O)c2C(c2cccc(O)c2)N1CCCN1CCOCC1 (centres undefined) | -2% | -7% | 26%
O=C(NCc1ccccc1)c1ccc(NC(=O)c2ccccc2F)cc1 | 6% | -3% | -5%

Further records follow:
SMILES | TDP1 cell noCPT | KAT2A inh | DT40 TDP1 CPT
COc1cccc(N2CCN(S(=O)(=O)c3ccc4c(c3)NC(=O)C(C)C(=O)N4)CC2)c1 (centres undefined) | 9% | -14% | -26%
CC1CCN(Cc2csc(N)n2)CC1 | 3% | -2% | 2%
CCOC(=O)c1c(-c2cccc([N+](=O)[O-])c2)cn2ccccc12 | u | -5% | u
COc1ccc(-c2cc3nc(NCCN4CCCC4)n(C)c(=O)c3s2)cc1OC | 18µM* | x | u
C=Cc1ccc(CN2C(=O)N(c3ccc(C)c(C)c3)S(=O)(=O)c3ccccc32)cc1 | u | -1% | u
CN(CC(=O)Nc1ccc(Cl)cc1)CC(=O)N1CCc2ccccc21 | -3% | x | u
COC(=O)c1[nH]c2c(c1C)C(=O)CCC2 | -10% | -22% | -4%
O=[N+]([O-])c1ccc(S(=O)(=O)c2cccc(C(F)(F)F)c2)nc1 | 0.65µM* | x | 2.6µM*
CC(O)CNc1nc2sc3c(c2c(=O)n1CCc1ccccc1)CCCCC3 (centres undefined) | 16µM* | -9% | 23µM*
CC(CCc1ccccc1)NC(=O)C1CCN(S(=O)(=O)c2cnc[nH]2)CC1 (centres undefined) | -6% | -2% | -1%
COc1cc(-c2cc(C(=O)Nc3ccc(S(=O)(=O)Nc4ncccn4)cc3)c3ccccc3n2)cc(OC)c1OC | u | -20% | u
CCCCNC(=O)COC(=O)c1c2c(nc3ccccc13)CCC2 | u | -28% | -20%
COC(=O)c1ccccc1S(=O)(=O)N1CCC(NC(=O)c2ccccc2)CC1 | 0% | 5% | -8%
N#Cc1cccnc1N1CCN(C(c2ccnc3ccccc23)c2nnnn2-c2ccc3c(c2)OCCO3)CC1 (centres undefined) | u | x | u
COc1ccccc1N=Cc1nc(-c2ccccc2)oc1OC(C)=O | u | -10% | u
COC(=O)Cc1csc(N)n1 | 0%&-4% | 2%&-22% | -13%&8%
O=C1C(Nc2ccccc2)=CC(c2ccc(O)cc2)N1c1ccccc1 (centres undefined) | u | -21% | u
O=C(c1ccc([N+](=O)[O-])cc1)n1nc(-c2ccccc2)nc1NCc1ccccc1 | -15% | -11% | -15%
O=c1c2ccccc2c2c(O)nc(-c3ccccc3)n2n1Cc1ccccc1 | -7% | -3% | -10%
c1ccc2[nH]c(NCCN3CCOCC3)nc2c1 | 14% | x | 7%
COc1cc(C(=O)NNC(=O)CCOc2cccc(Br)c2)cc(OC)c1OC | -15% | -15% | -18%
Cn1c(=O)c(-c2ccc(Cl)cc2)nc2cnc(Nc3ccccc3)nc21 | 13% | -8% | 6%
CN(C(=O)CSc1nnc(N)s1)c1c(N)n(Cc2ccccc2)c(=O)[nH]c1=O | -3% | -7% | 0%
Cc1cccc(CN2CCN(C3CN(C4CCCCC4)S(=O)(=O)C3)CC2)c1 (centres undefined) | u | x | u
CN(C(=O)CS(=O)(=O)c1cn(CC(=O)N2CCOCC2)c2ccccc12)c1ccccc1 | 0% | -4% | -1%

Among those listed so far, these contain an aryl thioether with sulfur outside any ring.
SMILES | TDP1 cell noCPT | KAT2A inh | DT40 TDP1 CPT
CSc1ncccc1C(=O)OCC(=O)NC1CC1 | -1% | 1% | 0%
COc1ccccc1NC(=O)CSc1nncs1 | -10% | 1% | -2%
CN(C(=O)CSc1nnc(N)s1)c1c(N)n(Cc2ccccc2)c(=O)[nH]c1=O | -3% | -7% | 0%

Reprinted from above (4 entries):
SMILES | TDP1 cell noCPT | KAT2A inh | DT40 TDP1 CPT
c1ccc2[nH]c(NCCN3CCOCC3)nc2c1 | 14% | x | 7%
COc1cc(C(=O)NNC(=O)CCOc2cccc(Br)c2)cc(OC)c1OC | -15% | -15% | -18%
Cn1c(=O)c(-c2ccc(Cl)cc2)nc2cnc(Nc3ccccc3)nc21 | 13% | -8% | 6%
CN(C(=O)CSc1nnc(N)s1)c1c(N)n(Cc2ccccc2)c(=O)[nH]c1=O | -3% | -7% | 0%

(listing goes on)
SMILES | TDP1 cell noCPT | KAT2A inh | DT40 TDP1 CPT
CC(C)COC(=O)/C(C#N)=C/c1c[nH]c2ccccc12 | u | 0% | u
Cc1ccccc1Oc1ccc(Oc2ccccc2C)nn1 | -23% | 0% | -20%
COc1ccc(CN2CCC(CO)(Cc3ccccc3C(F)(F)F)CC2)c(F)c1 | 18µM* | -4% | 16µM*
Nc1[nH]c(=O)nc2c1ncn2C1OC(CO)C(O)C1O (centres undefined) | u | x | u
C/C(=N/NC(N)=S)c1ccccc1[N+](=O)[O-] | -18% | 29% | u
COc1ccccc1C(=O)NCCC(=O)N1CCCCCCC1 | 6% | 2% | 4%
COc1ccc(C(=O)Nc2cccnc2)cc1S(=O)(=O)N1CCOCC1 | -5% | -10% | 1%
O=C(NCC(c1cccs1)N1CCOCC1)c1cc(Cl)ccc1[N+](=O)[O-] (centres undefined) | u | -1% | u
COC(=O)C1=C(C)NC(=O)CC1c1cc2c(cc1Br)OCO2 (centres undefined) | -24% | 1% | -9%
O=C(Nc1ccc(Cl)cc1F)c1ccc2c(c1)C(=O)N(Cc1ccncc1)C2=O | u | 1% | 0%
COCCN(C)C(=O)c1cnn(-c2ncc3c(n2)-c2ccccc2CC3)c1C | u | x | u
O=C(COc1ccc2ccccc2c1Br)N1CCCC1 | -1% | u | -27%
Cc1ccccc1C(=O)N1CCN(c2ccc(NC(=S)NC(=O)c3cccs3)cc2)CC1 | 23µM* | -2% | 23µM*
CS(=O)(=O)N(CC(=O)O)c1ccc2c(c1)OCO2 | 1% | -5% | 3%
CCCCc1nn2c(=O)cc(COC(=O)c3cccs3)nc2s1 | -12% | 0% | -26%
Cn1c(=O)c2c(nc(Br)n2CC(=O)C23CC4CC(CC(C4)C2)C3)n(C)c1=O | 18µM* | -3% | 23µM*
CC(C)N(C(=O)CSc1nnc(CNc2ccc(F)cc2)o1)C(C)C | -19% | 0% | -25%
COc1ccccc1CC(=O)O/N=C(\N)c1ccccn1 | -23% | 1% | -8%
Cc1ccc(S(=O)(=O)C2(C(=O)Nc3cccnc3)CC2)cc1 | -24% | -3% | 21%
CN(C(=O)/C=C/c1cnc2ccccc2c1)C1CCCCC1 | u | -1% | -19%
Cc1ccc(S(=O)(=O)NCCC(=O)NNC(=O)c2ccccc2Cl)cc1C | -19% | -1% | -3%

Entries of single compounds, looked up by structure.
Results for COc1ccccc1CC(=O)O/N=C(\N)c1ccccn1 → TDP1 cell noCPT = -23%; KAT2A inh = 1%; DT40 TDP1 CPT = -8%
Results for CC(C)N(C(=O)CSc1nnc(CNc2ccc(F)cc2)o1)C(C)C → TDP1 cell noCPT = -19%; KAT2A inh = 0%; DT40 TDP1 CPT = -25%
